Screening results (PubChem)
NALP1 yeast inh = inhibitors of NALP1 inflammasome in yeast | 0.61% of 280,000 active | inhibition, % at 10 µM | S. cerevisiae NALP1/ASC/caspase-1 growth, X-gal OD620, 72 h; in the data active = inhibition mostly above about 24%, no sharp cut-off; inactive = mostly below about 32%; note: some compounds called inactive have numbers as strong as hits
MEKK2wt PB1 HTS = raises or lowers MEK5 binding to wildtype human MEKK2 PB1 domain; Q9Y2U5; bead flow cytometry, Alexa488-MEK5 binding to MEKK2 WT; actives lie on both sides; binding response (% of control), % at 10 µM; 1.1% of 290,000 active; in the data active = binding response below about 67% or above about 130%
FID counter = fluorescent intercalator displacement, NS3 helicase counter-screen; DNA fluorescent intercalator displacement, fluorescence; inhibition, % at 7.9 µM; 0.17% of 290,000 active; in the data active = inhibition above about 37%;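 note: 0% = vehicle and 100% = reference compound; higher means more ethidium bromide displaced from hairpin DNA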
PfM18AAP inh = PfM18AAP enzyme inhibition; recombinant PfM18AAP, H-Glu-NHMec fluorogenic cleavage; AID 1822; 1.2% of 290,000 active; inhibition, % at 7.35 µM;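 active = inhibition above the campaign mean inhibition over all tested compounds plus 3 SD, cut at about 28% in these data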;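 note: 0% = plate median of test compound wells and 100% = 2 mM ZnCl2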
GPR7 antagonist = blocks human GPR7 receptor signaling; P48145; inhibition, % at 4.4 µM; AID 1861; 1.1% of 290,000 active; GPR7-expressing cells, fluorescence antagonist assay; in the data active = inhibition above about 16%, passing the limit was not always enough;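 note: cells stimulated with the agonist NPW; 0% = agonist with vehicle and 100% = vehicle without agonist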
OXTR agonist = agonists of human oxytocin receptor | P30559 | CHO-OTR cells, Fluo-8 calcium fluorescence; normalized: DMSO 0%, oxytocin 100% | activation, % at 3 µM | 0.32% of 320,000 active;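 active = activation above the mean of all tested compounds plus 3 SD, cutoff set per screening run, cut at about 20% in these data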;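 note: peak over basal fluorescence ratio from a 100 s FLIPR kinetic read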
MEKK2 mut-MEK5 = signal of MEK5 binding to mutant human MEKK2 PB1 domain | AID 1530 | bead flow cytometry, Alexa488-MEK5 binding to MEKK2 mutant | percent response, % at 10 µM | 0.35% of 290,000 active; in the data active = percent response above about 24%, passing the limit was not always enough; note: inactives centre near 1; some results filed as inactive read as strong as hits; reference of the scale not given here
MEKK3 PB1 HTS = raises or lowers MEK5 binding to the human MEKK3 PB1 domain | Q99759 | bead-based flow cytometry, Alexa488-MEK5 binding to MEKK3; actives lie on both sides; 0 = blocked by unlabeled MEK5, 100 = vehicle | binding response (% of control), % at 10 µM | 1.4% of 290,000 active;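 active = binding response more than 3 SD above or below the average of its plate-row segment, actives on both sides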;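 note: Alexa488 bead fluorescence after subtracting the streptavidin-only scavenger bead signal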
Target sequence (Q99759 whole entry, looked up, the tested form may be a part): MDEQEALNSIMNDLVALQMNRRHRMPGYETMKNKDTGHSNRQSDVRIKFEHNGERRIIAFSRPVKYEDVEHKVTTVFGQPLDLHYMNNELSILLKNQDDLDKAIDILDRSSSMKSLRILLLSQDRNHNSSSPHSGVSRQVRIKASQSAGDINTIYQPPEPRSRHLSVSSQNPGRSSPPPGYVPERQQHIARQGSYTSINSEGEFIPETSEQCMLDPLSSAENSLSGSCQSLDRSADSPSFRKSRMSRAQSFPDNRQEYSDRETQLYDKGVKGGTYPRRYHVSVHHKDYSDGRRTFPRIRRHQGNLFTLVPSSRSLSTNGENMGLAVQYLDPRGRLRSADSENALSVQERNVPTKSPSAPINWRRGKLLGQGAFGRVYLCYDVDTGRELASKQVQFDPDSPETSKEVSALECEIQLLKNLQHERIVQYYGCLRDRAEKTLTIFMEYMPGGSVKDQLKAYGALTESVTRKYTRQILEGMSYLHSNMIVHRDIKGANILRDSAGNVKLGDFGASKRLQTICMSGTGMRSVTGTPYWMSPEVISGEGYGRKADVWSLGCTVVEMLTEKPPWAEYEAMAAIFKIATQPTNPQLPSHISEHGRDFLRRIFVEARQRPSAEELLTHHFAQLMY
PHOSPHO1 block = blocks human PHOSPHO1 phosphatase activity. Q8TCT1. recombinant PHOSPHO1, absorbance phosphatase assay. inhibition, % at 13.3 µM. 1.1% of 290,000 active. AID 1565; in the data active = inhibition above about 60%
Target sequence (Q8TCT1 whole entry, looked up): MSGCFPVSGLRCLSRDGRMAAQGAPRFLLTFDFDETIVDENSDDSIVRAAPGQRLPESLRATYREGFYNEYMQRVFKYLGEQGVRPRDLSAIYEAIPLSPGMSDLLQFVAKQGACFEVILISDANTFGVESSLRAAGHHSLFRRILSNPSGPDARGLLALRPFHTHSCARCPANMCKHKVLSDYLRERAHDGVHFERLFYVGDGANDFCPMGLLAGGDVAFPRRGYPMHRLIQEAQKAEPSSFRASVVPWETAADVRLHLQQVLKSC
An asterisk follows results filed as active; / = not tested or not shown; [ ] = dose if it differs, or a comment.

SMILES	NALP1 yeast inh	MEKK2wt PB1 HTS	FID counter	PfM18AAP inh	GPR7 antagonist	OXTR agonist	MEKK2 mut-MEK5	MEKK3 PB1 HTS	PHOSPHO1 block
Clc1ccc(-c2c[n+](Cc3ccc(Br)cc3)c3n2CCCCC3)cc1	/	136	18	-6	-1	-0.3	14	115	8
COc1ccccc1N1CCN(S(=O)(=O)c2ccccc2F)CC1	17	63	-17	1	3	-0.4	-21	45*[inhibitor]	21
CCc1ccccc1N(C(=O)c1snc(C(N)=O)c1N)C(C(=O)NCC1CCCO1)c1ccc(N(C)C)cc1 (stereo unspecified)	11	98	-31	8	0	/	5	101	27
CN(CC(=O)Nc1ccccc1Cl)C1CCCCC1	0	101	-8	3	-2	-1.1	3	99	19
COc1ccc(S(=O)(=O)N2CCC(C(N)=O)(N3CCCCC3)CC2)cc1	-19	108	-9	-5	1	-0.1	6	105	-23
Cc1cc(C(=O)COC(=O)CNC(=O)c2ccco2)c(C)n1Cc1ccco1	21	118	-30	-7	5	-0.2	20	101	1
COc1ccc(OC)c(S(=O)(=O)N2CCN(c3ccccn3)CC2)c1	19	106	-15	-1	13	1.1	7	105	38
O=C(NCc1ccccc1)C1CCN(S(=O)(=O)N2CCCCCC2)CC1	2	103	-19	-3	9	0.7	-3	107	-23
CCNC(=S)N(Cc1cccs1)Cc1cc2cc(OCC)ccc2[nH]c1=O	13	109	-19	-1	-10	-1.4	2	107	-2
C=C(Cl)COc1ccc2c(C)cc(=O)oc2c1	14	104	-4	-6	-12	-2.6	5	106	-8
O=C1CC(C(=O)Nc2ccccc2)C2(CCCC2)O1 (stereo unspecified)	/	77	-8	-1	6	2.6	-6	72	44
COC(=O)c1c(C)[nH]c(C(=O)/C=C/c2ccccc2)c1C	22	101	-9	4	-4	0.0	0	103	9
COc1ccc(N2C(=O)c3ccccc3NC23C(=O)N(C)c2ccccc23)cc1 (stereo unspecified)	22	105	-11	5	1	-0.4	7	106	3
COc1cc(CNCCO)cc(Cl)c1OCc1ccc(Cl)cc1Cl	38*	161*	43*	-2	58*	20*	25	106	8
Cc1nn(C)c(C)c1S(=O)(=O)NCCc1ccc(Cl)cc1	2	104	-8	1	-10	-0.2	5	99	27
Cc1ccc(N2C(=O)CC2(C#N)c2ccc(OCc3ccccc3)cc2)cc1 (stereo unspecified)	-3	90	-12	-4	1	-0.4	-7	95	2
CCC(C)(C)n1nnnc1CN(Cc1cc2cc(OC)ccc2[nH]c1=O)C1CCCC1	-8	88	-26	-8	5	-1.9	-9	82*[inhibitor]	1
COC(=O)C1CN(C(=O)COc2ccccc2C)c2ccccc2O1 (stereo unspecified)	20	107	-22	2	4	-1.4	2	106	25
C=Cc1ccc(N=Cc2c(O)ccc3ccccc23)cc1	1	93	0	-2	5	-1.1	-5	100	40
Cc1c(C(=O)Nc2ccc3c(c2)OCO3)oc2ccccc12	12	99	-22	6	-9	-2.2	1	102	32
NC(=O)c1ccc(C(F)(F)F)n(Cc2ccc(F)c(F)c2)c1=O	10	98	-1	-6	-1	-2.3	-2	102	-16
O=C(O)c1ccc2c(c1)C(=O)/C(=C/c1ccccc1)C2=O	30	96	-7	10	0	1.9	-2	92	21
CCn1c(SCC(=O)Nc2ccc(NC(=O)c3ccco3)cc2)nnc1-c1cccs1	/	104	-13	-8	7	-1.9	3	104	/
O=C(Nc1ccc(CN2CCOCC2)cc1)c1cccs1	8	110	1	4	-5	-0.1	5	109	2
O=C(Nc1ccccc1Cl)c1ccccc1S(=O)(=O)c1ccccc1[N+](=O)[O-]	16	113	-25	7	-4	-1.1	19	104	-4
Later entries.
SMILES	NALP1 yeast inh	MEKK2wt PB1 HTS	FID counter	PfM18AAP inh	GPR7 antagonist	OXTR agonist	MEKK2 mut-MEK5	MEKK3 PB1 HTS	PHOSPHO1 block
CCOC(=O)C1CCN(Cc2ccc(O)c3ncccc23)CC1	-1	100	-2	0	3	0.8	-4	102	31
CC(C)NC(=S)N/N=C/c1ccc(N2CCOCC2)cc1	14	103	-7	-5	-13	-0.5	3	98	-27
CC(C)N(C(=O)CN1CCC(c2nc3ccccc3[nH]2)CC1)C(C)C	12	106	1	-9	-5	1.6	4	104	12
O=C(NC1CCN(C(=O)c2cccs2)CC1)c1ccccc1	6	99	-3	-7	-12	1.1	-1	103	20
O=C(NCc1ccccn1)c1ccc2c(=O)n(CCc3ccccc3)c(=O)[nH]c2c1	6	103	-5	-14	-12	5.3	-2	108	40
Cc1ccc(S(=O)(=O)N2CCCCC2)cc1NC(=O)c1ccc2c(=O)n3c(nc2c1)CCCCC3	31	97	-30	-6	-10	6.5	3	103	-2
Cc1ccc2c(c1)C(c1ccccc1)C(=O)O2 (stereo unspecified)	/	104	-11	16	-6	-0.7	10	112	32
COc1ccc(C2c3ccc4ccccc4c3Oc3ncn(CCCO)c(=N)c32)cc1 (stereo unspecified)	/	110	-19	-14	5	3.2	-2	88	36
CC(C)(C)c1ccccc1NC(=O)N1CCNC(=O)C1CC(=O)Nc1ccc(F)cc1 (stereo unspecified)	4	91	-17	2	4	-0.9	0	94	19
Cc1nc(-c2ccc(Cl)cc2)sc1C1(C)CC(c2cccc(Cl)c2)=NO1 (stereo unspecified)	-1	94	-11	-1	-8	-0.1	-9	102	-69
COCCNC(=O)COC(=O)c1ccc(S(=O)(=O)N2CCOCC2)cc1	8	101	0	-6	-8	0.1	2	103	-10
Cc1cc(C)c(NC(=O)NC(=O)c2cccc(F)c2)c(C)n1	-28	104	-7	1	-9	0.6	1	104	21
O=c1oc2ccccc2c2c1ncn2C1CCCCC1	10	100	-10	-1	-14	-0.6	2	98	-31
COc1cccc(NS(=O)(=O)NC(=O)c2c[nH]c3ccccc23)c1	19	97	9	9	6	0.3	-9	96	34
CCS(=O)(=O)N1CCN(S(=O)(=O)c2ccc(Cl)s2)CC1	6	101	-3	3	3	-0.2	12	103	35
O=C(c1ccc2c(c1)OCO2)N1CCC2(CC1)Oc1ccc(Cl)cc1C(=O)C21CC(c2cccnc2)=NO1 (stereo unspecified)	/	103	/	/	/	2.1	6	96	16
c1coc(CN(Cc2cccs2)Cc2nnnn2C2CCCCC2)c1	-2	96	-20	-4	-1	-2.3	3	96	-13
S=C(NCCCN1CCOCC1)N1CCN(c2ccccc2)CC1	4	99	17	-5	-9	-0.2	-2	95	14
CCc1nnc(NC(=O)CSc2nnc(-c3ccc(S(=O)(=O)N(CC)CC)cc3)n2CC)s1	-44	100	-26	3	-4	-1.4	-3	96	13
O=C(NCCc1cccs1)C1CC(c2cccc([N+](=O)[O-])c2)=NO1 (stereo unspecified)	17	99	3	1	-5	0.7	-3	95	35
C=CCn1c(SCc2ccc([N+](=O)[O-])cc2)nnc1C(C)NC(=O)c1ccccc1 (stereo unspecified)	23	114	-16	-7	-2	-0.9	9	112	54
O=c1oc2ccc(Cl)cc2nc1/C=C(\O)c1ccco1	/	97	6	8	-14	1.2	2	98	38
Cc1ccccc1OCc1n[nH]c(=S)n1-c1cccc(Cl)c1	-10	111	-33	13	3	0.3	24*	112	-102
O=C(NCCc1c[nH]c2ccccc12)c1ccc(S(=O)(=O)NCc2ccco2)cc1	24	110	-11	4	-1	4.8	2	111	17
CCOC(=O)c1ccccc1NC(=O)c1ccc(N(C)S(C)(=O)=O)cc1	0	103	-3	-2	-7	0.2	-1	103	-25

Entries above containing an aryl thioether with sulfur outside any ring (three):
SMILES	NALP1 yeast inh	MEKK2wt PB1 HTS	FID counter	PfM18AAP inh	GPR7 antagonist	OXTR agonist	MEKK2 mut-MEK5	MEKK3 PB1 HTS	PHOSPHO1 block
CCn1c(SCC(=O)Nc2ccc(NC(=O)c3ccco3)cc2)nnc1-c1cccs1	/	104	-13	-8	7	-1.9	3	104	/
CCc1nnc(NC(=O)CSc2nnc(-c3ccc(S(=O)(=O)N(CC)CC)cc3)n2CC)s1	-44	100	-26	3	-4	-1.4	-3	96	13
C=CCn1c(SCc2ccc([N+](=O)[O-])cc2)nnc1C(C)NC(=O)c1ccccc1 (stereo unspecified)	23	114	-16	-7	-2	-0.9	9	112	54

Reprinted at random: 2 records from the list
SMILES	NALP1 yeast inh	MEKK2wt PB1 HTS	FID counter	PfM18AAP inh	GPR7 antagonist	OXTR agonist	MEKK2 mut-MEK5	MEKK3 PB1 HTS	PHOSPHO1 block
O=C(NC1CCN(C(=O)c2cccs2)CC1)c1ccccc1	6	99	-3	-7	-12	1.1	-1	103	20
Cc1ccccc1OCc1n[nH]c(=S)n1-c1cccc(Cl)c1	-10	111	-33	13	3	0.3	24*	112	-102

Continued.
SMILES	NALP1 yeast inh	MEKK2wt PB1 HTS	FID counter	PfM18AAP inh	GPR7 antagonist	OXTR agonist	MEKK2 mut-MEK5	MEKK3 PB1 HTS	PHOSPHO1 block
O=[N+]([O-])c1ccc2nc(CCCO)[nH]c2c1	8	100	-3	5	9	0.2	-5	101	37
CC(=O)c1c(N2CCOCC2)nc2ccc(Br)cc2c1-c1ccccc1	/	100	-6	-3	-8	-1.6	5	106	-11
C=CCOc1ccc(C=Nc2ccc(Cl)cc2)c(O)c1	15	105	3	1	-1	0.1	-2	106	-10
COc1ccccc1NC(=S)N/N=C/c1ccc(O)cc1	18	100	-2	12	9	1.5	4	104	26
Cc1[nH]n(-c2ccc([N+](=O)[O-])cc2)c(=O)c1C=NCCN1CCN(C(=O)c2cccc(F)c2)CC1	11	126	-3	8	6	0.8	8	127*	-4
O=C(CNC(=O)c1ccco1)OCC(=O)c1ccccc1	7	/	-5	1	-2	0.6	/	/	1
O=C(COc1ccc(Cl)cc1Cl)NC1CCSC1=O (stereo unspecified)	4	118	-8	-1	-17	-0.9	5	122	15
Cc1ccccc1NC(=O)Cn1cnc2c(oc3nc4c(cc32)CCCC4)c1=O	-4	91	-1	-4	1	-2.8	-5	96	-3
Cc1nc(-c2ccccc2)sc1C(=O)CSc1ccc(Br)cc1	17	97	-2	-4	-15	0.8	7	92	-26
Cc1ccc(S(=O)(=O)Cc2ccc(C(=O)O)o2)cc1	14	97	6	-11	-11	0.0	1	98	-4
COc1cc(C(=O)NCCN=C2NS(=O)(=O)c3ccccc32)cc(OC)c1OC	6	96	-13	-1	-17	0.3	1	94	17
CCc1ccc(C(C)NC(=O)/C(C#N)=C\c2cn[nH]c2-c2ccccc2)cc1 (stereo unspecified)	14	102	-11	5	-4	1.7	0	102	7
N#CC1=C(N)Oc2cc3ccccc3cc2C1c1cccs1 (stereo unspecified)	12	100	-10	10	-14	-2.2	3	104	62*
Cc1ccc(NS(=O)(=O)c2c(C(=O)N3CCCCCC3)c(C)n(C)c2C)c(C)c1	20	100	-41	-11	2	-0.5	2	99	13
COc1cccc(NC(=O)c2ccc(S(=O)(=O)N3CCCC3)cc2)c1	2	100	-17	-3	-21	2.1	4	101	0
COc1ccc(OC)c(S(=O)(=O)N2CCC(C(=O)Nc3ccccc3)CC2)c1	8	88	-18	1	7	0.0	-12	89	10
CC(=O)Nc1ccc(C(=O)OCC(=O)N2CCCC2)cc1	20	105	-3	-10	-3	0.9	2	104	31
Cc1ccccc1C(=O)N=c1c(C#N)cc2c(=O)n3cccc(C)c3nc2n1Cc1ccco1	15	/	-9	-12	-4	-0.7	/	/	0
CC(=O)c1c(C)[nH]c(C(=O)NCc2cccc(Cl)c2)c1C	-2	98	6	-5	6	7.0	-1	102	17
CCC(=O)Nc1sc2c(c1C(N)=O)CCN(C(C)=O)C2	-82	106	-7	-4	0	-0.3	8	100	11
O=C(CCS(=O)(=O)c1ccc(Br)s1)NC1CCCC1	6	95	2	-4	-4	-0.4	-6	93	-9
CCCCn1c(N)c(Sc2ccccc2)c(=O)[nH]c1=O	5	100	2	3	-6	-0.2	-5	99	-2
O=C(C1CC1)N1CCC(c2nc(-c3ccc(S(=O)(=O)NCC4CCCO4)cc3)no2)CC1 (stereo unspecified)	16	94	-36	7	21	10	-5	89	21
CCc1ccc(N(CC(=O)NCC2CCCO2)C(=O)CCC(=O)Nc2nccs2)cc1 (stereo unspecified)	11	99	-38	-2	-9	2.4	-2	104	42
Cc1c(NC(=O)COC(=O)c2cc(-c3cccc4ccccc34)nc3ccccc23)c(=O)n(-c2ccccc2)n1C	30	104	-5	-3	-7	-0.7	7	97	-12
